# core dimer inh = HCV core protein dimerization inhibition. TR-FRET GST/Flag-core106 dimerization, 1536-well. inhibition, % at 5 µM. actives 0.33% (n = 300,000);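 active = inhibition above the mean of all tested compounds plus 3 SD, set per screening campaign, cut at about 45% in these data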
#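 Assay system: GST-tagged and Flag-tagged HCV core protein residues 1-106 / Times: compound-protein-antibody incubation 4 h at 22.5 °C / Signal: time-resolved FRET, ex 340 nm, em 617 and 671 nm / Evaluation: % inhibition based on acceptor/donor emission ratio / Benchmarks: wells lacking GST-core106 and wells with excess unlabelled core106 / Repeats: singlicate, one well per compound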
# PREPL inhibitor = human PREPL enzyme inhibition | Q4J6C6 | recombinant PREPL, fluorescence polarization activity-based probe | inhibition, % at 5.96 µM | actives 0.68% (n = 320,000) | AID 2751; in the data active = inhibition above about 43%;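 note: 0% = enzyme with DMSO and 100% = wells lacking enzyme; many of its hits are not listed in these tables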
# Efflux pump mplx = inhibitors of Candida antifungal efflux pumps expressed in yeast; actives 0.44% (n = 330,000); inhibition, % at 10 µM; S. cerevisiae Candida pump triplex, Nile Red efflux;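 active = plate passing quality check with inhibition over a set limit, or well fluorescence over plate mean plus 4 SD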;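 note: Nile Red retained in pooled yeast measured as flow cytometry median fluorescence; 0% = buffer negative control and 100% = Enniatin B positive control; higher means more Nile Red kept so more efflux inhibition; some compounds called inactive have numbers as strong as hits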
# EBNA-1 inh = blocks EBNA-1 binding to DNA; actives 0.34% (n = 300,000); inhibition, % at 14.8 µM; EBNA-1 DNA binding, fluorescence polarization; in the data active = inhibition above about 28%
# TPT1 inh = C. albicans TPT1 enzyme inhibition; AID 1962; actives 0.81% (n = 300,000); recombinant caTPT1, FP RNA substrate dephosphorylation; inhibition, % at 5 µM;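 active = inhibition above the mean of all tested compounds plus 3 SD, set per screening campaign, cut at about 24% in these data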;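 note: plate controls were DMSO alone for no effect and ferristatin control at 100 nM for full effect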
# PP1 counter = blocks human PP1-alpha phosphatase, a PP5 counter-screen; inhibition, % at 6.7 µM; actives 0.9% (n = 320,000); P62136; purified PP1alpha, OMFP fluorescence;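 active = inhibition above the mean inhibition of all tested compounds plus 3 SD, computed separately for each screening campaign, cut at about 15% in these data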
# Target sequence (P62136 whole entry, looked up): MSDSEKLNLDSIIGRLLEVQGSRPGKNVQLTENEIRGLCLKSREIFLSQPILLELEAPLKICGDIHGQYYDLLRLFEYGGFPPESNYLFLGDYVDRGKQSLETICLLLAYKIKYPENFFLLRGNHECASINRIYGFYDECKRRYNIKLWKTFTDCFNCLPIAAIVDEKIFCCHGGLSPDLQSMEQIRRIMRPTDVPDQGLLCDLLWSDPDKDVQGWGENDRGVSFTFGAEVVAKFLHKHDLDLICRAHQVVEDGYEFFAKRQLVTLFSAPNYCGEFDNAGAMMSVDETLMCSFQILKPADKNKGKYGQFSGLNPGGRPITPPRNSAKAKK
# ZTA DNA inh = ZTA (EBV) inhibition in EBNA-1 counter-screen. P03206. ZTA-DNA binding, fluorescence polarization. inhibition, % at 11 µM. actives 0.15% (n = 320,000). AID 2234; in the data active = inhibition above about 33%
# Target sequence (P03206 whole entry, looked up): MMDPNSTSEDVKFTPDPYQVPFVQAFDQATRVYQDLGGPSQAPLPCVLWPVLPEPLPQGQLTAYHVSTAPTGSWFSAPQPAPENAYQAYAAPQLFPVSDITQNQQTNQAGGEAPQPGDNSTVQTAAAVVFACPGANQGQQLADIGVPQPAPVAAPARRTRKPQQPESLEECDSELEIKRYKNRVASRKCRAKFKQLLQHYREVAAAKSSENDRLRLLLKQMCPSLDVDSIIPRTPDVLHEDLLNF
# CTSL1 counter = counter-screen for PFM18AAP inhibitors: inhibitors of F. hepatica cathepsin L1; recombinant F. hepatica cathepsin L1, Z-Leu-Arg-MCA fluorescence; inhibition, % at 5.96 µM; actives 0.49% (n = 300,000); AID 1906;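 active = inhibition above the mean of all tested compounds plus 3 SD, set per screening campaign, cut at about 17% in these data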;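 note: 0% = plate median of test compound wells and 100% = 1 µM Z-Phe-Ala-diazomethylketone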
# PP5 primary = inhibitors of human protein phosphatase 5 (PP5); purified PP5c, OMFP substrate fluorescence; inhibition, % at 6.7 µM; actives 0.18% (n = 320,000); AID 1987;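 active = inhibition above the campaign's mean inhibition across all tested compounds plus 3 SD, cut at about 9.5% in these data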;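 note: 0% = DMSO only and 100% = 100 µM cantharidin control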
# Target sequence (P53041 whole entry, looked up): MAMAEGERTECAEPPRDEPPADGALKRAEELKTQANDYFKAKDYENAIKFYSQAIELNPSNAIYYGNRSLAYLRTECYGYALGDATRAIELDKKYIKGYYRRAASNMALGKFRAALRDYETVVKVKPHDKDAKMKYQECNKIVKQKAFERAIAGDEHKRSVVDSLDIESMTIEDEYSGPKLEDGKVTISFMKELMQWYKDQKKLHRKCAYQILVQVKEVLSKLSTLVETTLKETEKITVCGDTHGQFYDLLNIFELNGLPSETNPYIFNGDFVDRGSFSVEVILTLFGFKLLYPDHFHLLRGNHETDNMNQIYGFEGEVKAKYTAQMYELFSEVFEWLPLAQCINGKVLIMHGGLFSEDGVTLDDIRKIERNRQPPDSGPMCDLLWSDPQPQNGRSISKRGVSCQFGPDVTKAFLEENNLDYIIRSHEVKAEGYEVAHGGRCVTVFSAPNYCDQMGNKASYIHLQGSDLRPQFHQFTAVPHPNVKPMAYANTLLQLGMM
# Starred values were filed as active, the others as inactive; nt = not tested or not shown. The list is partial. The share of hits here may be higher or lower than overall.
SMILES,core dimer inh,PREPL inhibitor,Efflux pump mplx,EBNA-1 inh,TPT1 inh,PP1 counter,ZTA DNA inh,CTSL1 counter,PP5 primary
CCOC(=O)c1ccc(NC(=O)Cn2cccc2)cc1,2.5,-0.2,-0.2,4.3,1.3,-1.8,9.1,-2.0,-2.7
CC1CCCCC1NC(=O)CCCCCn1c(=S)[nH]c2ccccc2c1=O (centres undefined),0.0,4.1,-0.1,5.3,-1.1,-0.5,-15.4,-1.3,0.1
Cc1ccc(NC(=O)c2ccc(Cl)nc2)cc1,2.9,5.6,-0.1,-1.2,0.7,0.5,3.5,4.3,-2.2
Cc1coc2c(C)c3oc(=O)c4c(c3cc12)CCCC4,5.2,1.0,0.0,-2.6,-0.3,0.0,3.1,-0.1,1.5
COc1cccc(-n2nnnc2S(C)(=O)=O)c1,-0.4,0.1,0.2,5.2,-1.9,0.3,-6.2,-2.4,2.2
COC1(OC)C=CC(=O)C=C1NC(=O)c1ccccc1OC(C)=O,-13.8,10.4,0.3,-4.4,-3.4,8.2,-9.1,-13.5,-6.1
CN(C(=O)COC(=O)c1ccccc1Cc1ccccc1)c1c(N)n(Cc2ccccc2)c(=O)[nH]c1=O,3.4,-10.7,-0.1,6.2,-2.8,-6.2,5.0,0.5,1.0
O=C(Oc1ccccc1Cl)C1CCN(C(=O)c2ccc(F)cc2)CC1,3.0,-0.2,0.0,-1.2,0.6,-3.2,11.7,5.9,2.0
S=c1[nH]nc(-c2ccncc2)n1/N=C/c1cccc2ccccc12,-2.3,-6.8,0.0,6.7,0.4,-4.5,15.4,2.0,0.6
CC/C(O)=C1\C(=O)CCCC1=NCc1nc2ccccc2[nH]1,-5.3,5.9,0.1,-6.3,1.6,-12.7,-35.3,-2.6,2.2
CCOC(=O)c1c(CN2CCN(CCO)CC2)n(C)c2cc(Br)c(OC)cc12,0.6,0.6,0.0,3.0,-2.0,6.4,-4.0,0.7,2.7
COCCCNC(=O)CN(c1cc(OC)ccc1OC)S(=O)(=O)c1ccccc1,-3.1,-4.0,0.0,-6.9,-0.8,-1.9,-9.6,-1.5,1.9
COc1c(CC=C(C)C)c(O)cc2oc(=O)c3c4ccc(O)cc4oc3c12,3.5,38.4,-0.1,4.0,0.9,-0.4,20.9,3.1,2.4
COC(=O)c1c(C)nc2c(c(SC)nn2-c2ccccc2)c1N,1.9,3.0,0.1,-9.2,1.1,-3.3,-3.1,-3.6,1.9
Cc1noc(NS(=O)(=O)c2ccc(NC(=O)c3oc4ccc(Cl)cc4c3C)cc2)c1C,14.3,27.8,3.9,2.3,-3.6,3.2,-3.5,1.1,5.2
Nc1ccc(S(=O)(=O)Nc2ccc(C(=O)c3ccccc3)cc2)cc1,5.3,-3.3,0.4,-9.9,-0.8,-2.2,-21.0,-1.3,2.5
Cn1nc(C(C)(C)C)cc1NC(=O)Nc1cc(Cl)cc(Cl)c1,-4.8,-19.2,0.1,-8.4,-4.6,-1.6,-13.2,-2.8,4.3
CC(C)(C)c1ccccc1OCCCCCn1ccnc1,4.4,-11.9,0.4,5.4,-1.2,11.2,6.7,1.6,1.1
CC(=O)c1ccc(S(=O)(=O)NC2CC(=O)N(c3cccc(F)c3)C2)cc1 (centres undefined),2.0,-16.8,-0.1,-5.1,-4.9,-4.3,-7.4,-3.5,1.2
Cc1nc(SCC(=O)NCC2CCCO2)[nH]c(=O)c1C (centres undefined),0.0,-6.3,-0.1,10.1,1.9,-5.8,-2.5,-4.0,-2.6
CC1CCN(C(=O)C2CC(c3ccc(F)cc3)=NO2)CC1 (centres undefined),-1.6,7.5,0.1,-5.1,0.2,-1.4,-3.2,3.5,3.2
Cc1ccc(NC(=O)c2oc(=O)c3ccccc3c2-c2ccccc2)c(C)c1,10.5,0.6,-0.1,4.9,-0.3,-0.6,-5.2,0.6,4.6
CCCc1ccc2oc(C(=O)N(C)Cc3ccn[nH]3)c(C)c2c1,0.6,6.7,0.0,14.8,1.8,-3.1,14.1,4.7,0.5
O=[N+]([O-])c1ccc(O)c(-c2cc(C(F)(F)F)nc(-c3ccccc3)n2)c1,41.0,29.9,0.0,0.5,5.4,-4.3,5.7,4.7,-1.7
CCOC(=O)C1C(=O)NC(C)C1c1ccccc1 (centres undefined),-5.9,-7.0,-0.1,11.0,-4.2,0.0,1.1,1.6,-2.4
O=C(Cc1ccc(Cl)cc1)NNC(=S)NC(=O)c1cccs1,2.5,7.1,-0.1,-4.3,-0.4,5.1,3.0,0.8,0.7
NS(=O)(=O)c1ccc(CNS(=O)(=O)c2ccc3c(c2)OCCO3)cc1,-9.5,3.5,-0.1,-9.3,4.1,-4.1,7.6,0.7,2.3
CC(O)Cc1cn(CC(=O)N2CCNCC2)nn1 (centres undefined),-13.0,10.6,-0.4,-5.5,0.3,2.5,0.1,0.4,-0.4
COC(=O)C1=C(C)NC(=S)N(C(C)=O)C1c1ccccc1 (centres undefined),-1.0,8.2,-0.1,-4.1,-8.8,1.0,-21.9,0.5,-6.2
COc1ccc(S(=O)(=O)NC2CC(=O)N(c3cccc(F)c3)C2)cc1OC (centres undefined),-3.7,4.8,0.0,-6.3,-2.2,-3.4,2.3,-1.9,0.6
O=C(CCN1C(=O)C2CCCCC2C1=O)N1CCN(S(=O)(=O)c2c(F)cccc2F)CC1 (centres undefined),-5.2,-3.8,-0.1,-7.2,-3.4,6.2,-22.2,3.0,-1.6
COc1ccccc1N1CCN(CC(=O)Nc2ccc3c(c2)OCCO3)CC1,-0.1,14.0,0.0,-3.7,4.7,1.3,9.0,-1.9,-1.0
CC1CCCC(C)N1CC(O)COCc1ccccc1F (centres undefined),-3.5,5.7,-0.1,2.9,-1.6,-2.7,9.4,0.6,-1.8
CN(C1CCCCC1)S(=O)(=O)Cc1ccccc1,5.9,2.7,-0.1,12.0,-0.3,-4.7,24.5,4.0,-3.3
O=C(CSc1nc2ccccc2c(=O)n1CCCO)NC1CC1,nt,1.2,-0.2,nt,nt,-4.9,0.5,nt,-2.1
COc1ccc(C(=O)Nc2sc3c(c2C#N)CCN(C(C)=O)C3)cc1,-4.3,15.2,0.8*,-1.8,14.4,-2.2,16.2,0.7,-2.2
CCOC(=O)c1cc(C#N)c(SCC(=O)Nc2ccc(C(C)=O)cc2)[nH]c1=O,2.2,8.4,-0.1,1.7,2.9,9.3,3.6,5.9,-0.3
COc1ccc(C(=O)Nc2cccnc2Cl)cc1OC,-1.4,-2.5,0.0,-1.9,1.0,2.2,19.7,1.4,0.6
CCOC(=O)C1=C(O)/C(=C/c2cccc(OC)c2O)N=C1C,-17.5,0.0,0.0,16.2,0.7,-1.5,7.4,6.2,1.5
CN(C)c1ccc(C(C(=O)NCC2CCCO2)N(Cc2ccco2)C(=O)c2snc(C(N)=O)c2N)cc1 (centres undefined),-3.9,-1.1,0.1,11.1,5.7,-3.6,5.3,-2.3,-1.6
CC(=O)Nc1c(C(=O)c2ccccc2)oc2ccccc12,7.4,-19.1,0.1,-7.5,1.2,0.7,-9.1,0.8,3.2
Cc1ccc(C)c(N(C(=O)Cn2nnc(-c3cccs3)n2)C(C(=O)NC2CC2)c2ccc(C)o2)c1 (centres undefined),1.9,10.2,0.1,-3.5,0.0,0.3,-17.1,-1.1,2.1
O=C(Cc1ccc(-c2ccccc2)cc1)Nc1ccccc1,-7.5,-4.0,0.1,-3.4,4.8,-2.5,-7.2,0.8,3.5
CCOc1cccc(-c2nnc3sc(COc4ccc(OC)cc4)nn23)c1,12.2,3.9,0.1,-7.6,-4.2,6.4,-0.8,2.4,5.0
CC(C)(C)C(=O)NC(=S)Nc1ccc(S(=O)(=O)Nc2nccs2)cc1,-0.7,-1.1,0.1,-11.5,-2.9,1.9,7.4,-2.3,2.9
Cc1ccc(S(=O)(=O)N(C)S(=O)(=O)c2ccc(C#N)cc2)cc1,-1.8,-3.3,0.0,-0.8,2.4,-2.7,-4.6,-1.2,3.2
CC1(C)Cc2nc3oc4c(=S)nc[nH]c4c3cc2CO1,-2.6,10.9,0.5,-5.8,-0.2,7.7,-1.0,-0.9,3.3
COC(=O)c1ccc(S(=O)(=O)N2CCc3ccccc32)cc1,6.1,-20.7,0.1,3.4,1.6,-1.0,4.4,0.4,1.6
CCC[C@@H]1C[C@@H](C(=O)N[C@@H](C2O[C@H](SC)[C@H](O)[C@@H](O)[C@H]2O)[C@H](C)Cl)N(C)C1 (some centres undefined),-4.6,5.5,0.0,0.8,-2.0,-1.2,-1.0,3.0,1.5
COCCNc1nc2c(c(=O)n(Cc3cccc(Cl)c3)c(=O)n2C)n1C,1.5,9.4,-0.1,-13.4,2.7,-0.5,-4.9,3.3,0.7
COC(=O)c1sccc1NC(=O)c1cnc2cc(C)nn2c1C,-2.0,2.3,-0.1,-19.0,0.5,0.0,-5.5,-9.3,-1.6
N#CCC(=O)NN=C1CCCCCCCCCCC1,-1.0,1.6,0.1,-1.5,0.6,-3.6,1.7,0.7,2.3
c1ccc(CSC2=NCCCN2)cc1,-11.3,4.1,0.0,-4.5,0.4,-1.4,2.5,4.5,1.3
CC1CCN(S(=O)(=O)c2ccc3[nH]c(=O)c(=O)[nH]c3c2)CC1,-4.0,1.4,0.5,-1.8,0.7,5.3,4.5,-0.3,0.1
Cc1cc(C)c(S(=O)(=O)NC2CC3CCC2C3)c(C)c1 (centres undefined),9.5,3.4,-0.1,-3.3,-2.4,-2.1,-13.6,-1.1,2.5
CCOc1ccc(C2/C(=C(\O)c3ccc4c(c3)OCCO4)C(=O)C(=O)N2CCCN2CCOCC2)cc1 (centres undefined),2.7,2.7,0.1,-7.4,2.0,-3.3,-2.5,-2.8,-0.8
CCCN(CC1CCCO1)C(=O)CCc1nnc(-c2cc(C)on2)o1 (centres undefined),-0.1,6.5,-0.1,3.1,2.2,-1.4,-15.1,1.7,-1.7
COc1cccc(CNC(=O)CCS(=O)(=O)c2ccc3c(c2)NC(=O)CO3)c1,-9.1,13.2,0.1,-2.9,5.1,-2.8,2.5,-1.1,0.2
CCOC(=O)C(CC)n1cnc2c(nnn2-c2ccc(C)cc2)c1=O (centres undefined),-0.2,23.9,0.3,-3.1,-0.2,-2.3,-3.9,-0.8,1.5
CN(C(=O)COC(=O)Cc1c(Cl)cccc1Cl)c1c(N)n(Cc2ccccc2)c(=O)[nH]c1=O,0.5,-2.5,-0.2,5.3,1.7,-1.8,-2.4,-1.4,-1.8

# 3 successive entries from above:
SMILES,core dimer inh,PREPL inhibitor,Efflux pump mplx,EBNA-1 inh,TPT1 inh,PP1 counter,ZTA DNA inh,CTSL1 counter,PP5 primary
CCOC(=O)c1ccc(NC(=O)Cn2cccc2)cc1,2.5,-0.2,-0.2,4.3,1.3,-1.8,9.1,-2.0,-2.7
CC1CCCCC1NC(=O)CCCCCn1c(=S)[nH]c2ccccc2c1=O (centres undefined),0.0,4.1,-0.1,5.3,-1.1,-0.5,-15.4,-1.3,0.1
Cc1ccc(NC(=O)c2ccc(Cl)nc2)cc1,2.9,5.6,-0.1,-1.2,0.7,0.5,3.5,4.3,-2.2

# Three entries drawn at random from the list so far, as already listed:
SMILES,core dimer inh,PREPL inhibitor,Efflux pump mplx,EBNA-1 inh,TPT1 inh,PP1 counter,ZTA DNA inh,CTSL1 counter,PP5 primary
c1ccc(CSC2=NCCCN2)cc1,-11.3,4.1,0.0,-4.5,0.4,-1.4,2.5,4.5,1.3
COc1cccc(CNC(=O)CCS(=O)(=O)c2ccc3c(c2)NC(=O)CO3)c1,-9.1,13.2,0.1,-2.9,5.1,-2.8,2.5,-1.1,0.2
CCOc1ccc(C2/C(=C(\O)c3ccc4c(c3)OCCO4)C(=O)C(=O)N2CCCN2CCOCC2)cc1 (centres undefined),2.7,2.7,0.1,-7.4,2.0,-3.3,-2.5,-2.8,-0.8
